PI5P4K alpha inh – PI5P4K alpha (human) kinase inhibition. P48426. PI5P4Kalpha enzyme, ADP-Glo luminescence, 60 min; hits give low values. max response, %. hit rate 1.2% among 330,000. AID 652105; active means max response of -50% or lower; inconclusive means between -30% and -50%; inactive means -30% or higher; further: value at the top dose of about 77 µM; on the % scale 0 is the no-effect control and ±100 the full control effect
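Reactions run in 0.038 M HEPES pH 7.4, 0.28 mM EGTA, 0.1% CHAPS and 5% DMSO, with PI5P4Kalpha, substrate, compound and 5 microM ATP final, one hour at room temperature. Readout is ADP-Glo luminescence.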
EPAC1 agonist – EPAC1 (human) agonism. O95398. EPAC1 agonist qHTS, biochemical assay; response scale: 100% = response to 6.5 mM cAMP. Potency, µM (doses to about 154 µM), for inactives: at the top dose activation, hits mostly activators. hit rate 0.073% among 360,000; further: potency means the concentration at half of the fitted maximal effect; nearly all actives have a fitted effect of over 60% in size
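EPAC1 100 nM, Rap1B–BODIPY-GDP 250 nM, unlabeled GDP 50 uM; compound titration; 5 min RT; kinetic read ex480/em540 at 5-min intervals ×30 min; data normalized to 6.5 mM cAMP agonist control.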
WRN helicase inh – WRN helicase (human) inhibition; WRN helicase unwinding, fluorescent forked duplex, kinetic; Potency, µM (doses to about 114 µM), without a hit: at the top dose activity change, negative = inhibition, actives largely listed as inhibitors; hit rate 0.46% among 360,000; AID 651768; further: potency means the concentration at half of the fitted maximal effect; on the % scale 0 is the no-effect control and ±100 the full control effect; nearly all actives have a fitted effect of over 55% in size
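Fluorescence dequenching readout, ex 525 nm/em 598 nm, kinetic mode: forked duplex DNA (100 nM final) with adjacent fluorophore and quencher unwound by WRN (20 nM final) with 2 mM ATP. Compound preincubation 15 min, room temperature.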
CCT chaperon mod – cytosolic chaperonin activity modulation; purified chaperonin ATPase assay, HTRF ADP detection, 30 min; activity change, % (test concentration not listed), hits read low; hit rate 0.3% among 360,000; AID 651819; in the data active means activity change below about -30%; further: on the % scale 0 is the no-effect control and ±100 the full control effect
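Enzyme 40 or 20 nM (batch-dependent) in Tris pH 7.4/KCl/MgCl2/DTT; cpd 76 uM single point; ATP 10 uM; 30 min 37 °C; Transcreener ADP HTRF detection, 30 min RT; ratio 665/615.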
PLK1 PBD inh – inhibitors of human PLK1 polo-box domain binding. Plk1 PBD binding of FITC phosphopeptide, fluorescence polarization. Potency, µM, inactives show max response, negative = inhibition, actives largely listed as inhibitors. AID 720504. hit rate 2.8% among 360,000. P53350; further: potency means the concentration at half of the fitted maximal effect; series mostly up to about 57 µM; on the % scale 0 is the no-effect control and ±100 the full control effect; nearly all actives have a fitted effect of over 65% in size
EPAC2 antagonist – antagonists of human EPAC2; EPAC2 GEF exchange of Rap1B-BODIPY-GDP, fluorescence; Q8WZA2; hit rate 0.18% among 360,000; Potency, µM (doses to about 114 µM), for the others: at the top dose activity, negative = inhibition, most hits filed as inhibitors; further: potency means the concentration at half of the fitted maximal effect; on the % scale 0 is the no-effect control and ±100 the full control effect; nearly all actives have a fitted effect of over 45% in size; many of its hits are not listed in these tables
Target sequence (Q8WZA2 whole entry, looked up): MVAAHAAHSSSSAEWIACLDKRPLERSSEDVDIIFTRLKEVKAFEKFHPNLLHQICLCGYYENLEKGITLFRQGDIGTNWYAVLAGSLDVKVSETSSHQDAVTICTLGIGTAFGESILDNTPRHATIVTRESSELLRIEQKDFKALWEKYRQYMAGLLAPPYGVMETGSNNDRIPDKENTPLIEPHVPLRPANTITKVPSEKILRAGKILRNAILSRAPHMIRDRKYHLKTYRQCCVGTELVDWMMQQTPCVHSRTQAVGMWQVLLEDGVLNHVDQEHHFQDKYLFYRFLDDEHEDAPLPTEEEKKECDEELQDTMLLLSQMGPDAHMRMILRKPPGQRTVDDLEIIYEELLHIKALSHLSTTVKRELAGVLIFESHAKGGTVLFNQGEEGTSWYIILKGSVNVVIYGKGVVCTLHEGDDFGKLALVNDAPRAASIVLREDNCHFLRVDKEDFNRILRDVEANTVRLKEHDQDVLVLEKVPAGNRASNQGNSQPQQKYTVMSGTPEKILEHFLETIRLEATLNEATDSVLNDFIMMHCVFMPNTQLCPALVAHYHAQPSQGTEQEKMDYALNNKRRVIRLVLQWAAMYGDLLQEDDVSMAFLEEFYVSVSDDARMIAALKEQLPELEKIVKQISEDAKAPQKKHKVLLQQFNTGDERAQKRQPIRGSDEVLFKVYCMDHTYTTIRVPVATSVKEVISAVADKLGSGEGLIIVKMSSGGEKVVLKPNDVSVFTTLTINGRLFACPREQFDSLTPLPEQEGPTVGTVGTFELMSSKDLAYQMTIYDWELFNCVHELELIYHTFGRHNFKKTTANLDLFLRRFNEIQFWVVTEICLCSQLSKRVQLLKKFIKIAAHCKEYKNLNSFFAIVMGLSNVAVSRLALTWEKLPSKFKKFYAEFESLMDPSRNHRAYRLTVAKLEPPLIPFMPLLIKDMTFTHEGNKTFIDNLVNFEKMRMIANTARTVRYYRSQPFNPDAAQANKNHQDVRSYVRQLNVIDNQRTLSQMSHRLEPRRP
Mm-Cpn inhibitor – M. maripaludis TRiC chaperonin inhibition; purified Mm-Cpn ATPase, ADP Transcreener TR-FRET; hit rate 0.031% among 330,000; Potency, µM (highest dose often 76.9 µM), for inactives: at the highest dose activity, negative = inhibition, most hits filed as inhibitors; AID 504842; further: potency means the concentration at half of the fitted maximal effect; on the % scale 0 is the no-effect control and ±100 the full control effect; nearly all actives have a fitted effect of over 80% in size
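25 nM Mm-CPN + cpd, 10 min 37°C; + 10 uM ATP, 30 min 37°C; buffer 30 mM Tris pH 7.4, 100 mM KCl, 5 mM MgCl2, 1 mM DTT; Transcreener ADP HTRF detection 30 min RT.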
EPAC1 antagonist – EPAC1 (human) antagonism | EPAC1 GEF assay, Rap1b-BODIPY-GDP exchange fluorescence | O95398 | Potency, µM (top dose mostly 115 µM), without a hit: top-dose activity change, negative = inhibition, usual class: inhibitors | hit rate 0.14% among 360,000;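 further: potency means the concentration at half of the fitted maximal effect; plate controls were vehicle for no effect and positive control for full effect; nearly all actives have a fitted effect of over 50% in size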
* hit, by the source's call; ? = inconclusive; nt = not tested or not shown; [ ] = remark or other dose. Unless noted, the call rests on the fitted dose curve; in most records, active means well fitted curve in the direction sought with a large enough effect; inconclusive means small, poorly fitted or top-dose-only effect, or another doubt; inactive means no such curve, though single readings can be large; an effect the other way counts as inactive or inconclusive. This is a subset, so the mix of outcomes need not match the whole.

SMILES	PI5P4K alpha inh	EPAC1 agonist	WRN helicase inh	CCT chaperon mod	PLK1 PBD inh	EPAC2 antagonist	Mm-Cpn inhibitor	EPAC1 antagonist
CC(C)C1Cc2c(sc3c2c(=O)n(Cc2ccccc2)c2nncn32)CO1 (centres undefined)	5	0%	0%	-2.2	-2%	-1%	-1%	4%
COc1ccc(NC(=O)COc2cc(O)c3c(c2)OC(C)(C)CC3=O)cc1	2	-18%	11%	-2.5	-1%	-23%	0%	1%
CCCOc1ccc(-c2nnn(CC(=O)OCC)n2)cc1	nt	5%	-6%	1.4	-2%	-4%	1%	0%
Cn1c(SCc2ccccc2)nnc1C1CCCNC1 (centres undefined)	2	1%	-8%	-1.9	0%	-1%	1%	8%
O=C(COC(=O)/C=C/c1ccc(F)cc1)NC(=O)NCc1ccccc1	0	0%	9%	-0.1	2%	-11%	nt	6%
CN(C(=O)c1ccc(NC(=O)Cc2ccc([N+](=O)[O-])cc2)cc1)C1CC1	5	2%	0%	-1.5	-11%	-16%	-3%	0%
COc1ccc2c(c1)C1=C(CC2)C(c2ccc(C)cc2)NC(=S)N1 (centres undefined)	-4	10%	-11%	-1.3	-7%	-8%	-2%	-21%
COc1ccc(OC)c(NC(=O)CSc2nnc(-c3cnccn3)n2C)c1	2	-9%	12%	-2.9	-12%	-3%	-2%	6%
CC(C)(C)NC(=O)C(c1ccccn1)N(C(=O)c1csnn1)C1CCCC1 (centres undefined)	-2	0%	-16%	0.2	0%	1%	0%	-20%
O=C(COC(=O)c1cccnc1Cl)NC(=O)NC1CCCCC1	0	-8%	3%	-0.3	-1%	-19%	2%	4%

A draw from above in order of formula weight, largest number first.
SMILES	PI5P4K alpha inh	EPAC1 agonist	WRN helicase inh	CCT chaperon mod	PLK1 PBD inh	EPAC2 antagonist	Mm-Cpn inhibitor	EPAC1 antagonist
COc1ccc(OC)c(NC(=O)CSc2nnc(-c3cnccn3)n2C)c1	2	-9%	12%	-2.9	-12%	-3%	-2%	6%
O=C(COC(=O)/C=C/c1ccc(F)cc1)NC(=O)NCc1ccccc1	0	0%	9%	-0.1	2%	-11%	nt	6%
CN(C(=O)c1ccc(NC(=O)Cc2ccc([N+](=O)[O-])cc2)cc1)C1CC1	5	2%	0%	-1.5	-11%	-16%	-3%	0%
COc1ccc2c(c1)C1=C(CC2)C(c2ccc(C)cc2)NC(=S)N1 (centres undefined)	-4	10%	-11%	-1.3	-7%	-8%	-2%	-21%

New compounds follow:
SMILES	PI5P4K alpha inh	EPAC1 agonist	WRN helicase inh	CCT chaperon mod	PLK1 PBD inh	EPAC2 antagonist	Mm-Cpn inhibitor	EPAC1 antagonist
CCC(c1nnnn1-c1ccc2c(c1)OCCO2)N1CCN(C)CC1 (centres undefined)	-3	19%	-3%	0.9	3%	5%	nt	9%
O=C1NC[C@H](CC2CCCCC2)N(CCc2cccc(F)c2)C1=O	0	-10%	-4%	-0.8	0%	15%	-4%	-25%
COc1cc(S(=O)(=O)Nc2ncccc2C)c(OC)cc1Cl	7	-1%	-32%	-1.1	-11%	-7%	0%	-19%
CS(=O)(=O)c1ccc(Nc2nc(C(N)Cc3ccc(C(F)(F)F)cc3)cs2)cc1 (centres undefined)	9	-12%	-4%[57.1 µM]	-1.5	9%	-6%	nt	-14%
Cc1cc(C)n(-c2ccc([N+](=O)[O-])cc2-c2nn[nH]n2)n1	-2	-2%	2%	1.6	3%	13%	-5%	7%
CN(C)CCNC(=O)c1[nH]c(C(F)(F)F)nc1-c1ccccc1	-1	12%	2%	-1.5	-2%	8%	nt	-8%
S=c1[nH]cc(-c2ccccc2)n1-c1ccccc1	?	-7%	2%[57.1 µM]	-1.2	-18%	2%	-29%	-9%
CCCCNC(=O)c1cn(C)c2ccc(S(=O)(=O)N3CC(C)CC(C)C3)cc2c1=O (centres undefined)	6	2%	-2%	-0.4	0%	0%	-2%	1%
CC(=O)c1c(COC(=O)c2cccnc2)nc2ccccc2[n+]1[O-]	-3	-6%	-13%	1.6	7%	-3%	-2%	-1%
O=C(CCCNC(=O)c1ccc(Cl)cc1)NCc1ccccc1F	3	9%	0%	1.9	-3%	0%	-2%	-16%
O=C(NCN1CCOCC1)c1cnccn1	5	-2%	5%	-1.4	2%	2%	1%	-3%
CNC(=O)CN1C(=O)COc2ccc(S(=O)(=O)N3CCCCCC3)cc21	2	3%	5%	2.4	-1%	1%	1%	-22%
CN(C(=O)CN(C)S(=O)(=O)c1ccc(F)cc1)c1c(N)n(Cc2ccccc2)c(=O)[nH]c1=O	5	2%	2%	1.0	-4%	-16%	3%	-3%
COc1ccc(NC(=O)C(CCCCNC(=O)OC(C)(C)C)NC(=O)OCc2ccccc2)cc1 (centres undefined)	5	2%	0%	0.9	-4%	-1%	4%	-7%
CCNC(=S)N1CCC(n2cnc3ccccc32)CC1	1	4%	-2%	-1.1	3%	-1%	2%	5%
COc1ccc(CN2CCN(CCCc3ccccc3)C(CCO)C2)c(O)c1 (centres undefined)	0	-2%	3%	-13	-7%	13%	0%	8%
CCOC(=O)C1C2C=CC3(CN(Cc4cccs4)C(=O)C13)O2 (centres undefined)	-27	0%	2%	1.6	17µM*	0%	0%	2%
Cn1c(SCC(=O)Nc2nncs2)nnc1C1CC1	-29	5%	?	0.6	?	5%	2%	-7%
S=C1CC2CCCC(C2)N1 (centres undefined)	12	-3%	4%	1.1	5%	10%	nt	2%
CCN(CC)C(=O)Cn1cnc2sc(C(=O)N3CCN(c4ccc(OC)cc4)CC3)c(C)c2c1=O	nt	-1%	-3%	-3.3	-3%	-2%	1%	-5%
COc1ccc(CCNC(=O)c2cc(C3CC3)nc3c2cnn3C(C)C)cc1	2	-4%	12%	0.5	-3%	-9%	-5%	11%
CCOC(=O)C1=C(COC(=O)CCc2ccccc2)NC(=O)NC1C (centres undefined)	2	-3%	3%	-1.4	-14%	-10%	0%	2%
COCOCCn1cc(CN2CCS(=O)(=O)N(Cc3ccc(-c4ccc(F)nc4)cc3)C(C)C2=O)nn1 (centres undefined)	5	3%	-2%	0.9	4%	5%	nt	2%
O=S(=O)(c1cccc(-n2cnnn2)c1)N1CCOCC1	nt	4%	-1%	1.6	-2%	3%	-1%	14%
CS(=O)(=O)N1N=C(c2cccs2)CC1c1ccccc1F (centres undefined)	-1	-1%	-7%	-1.9	5%	-4%	0%	-1%
CN(C#N)c1nc(Cl)nc(Nc2cccc(Cl)c2)n1	-12	7%	-13%	-0.6	-7%	9%	-2%	-2%
Cc1cccc(C)c1NC(=O)c1ccc(OCc2c(C)noc2C)cc1	1	6%	8%	-2.0	-5%	13%	-2%	-7%
COc1cc(/C=C/C(=O)O)cc(Br)c1O	-18	2%	-1%	-1.1	0%	9%	-1%	2%
COC(=O)C1OC2(OC1C(=O)OC)c1ccccc1-c1ccccc12 (centres undefined)	-1	4%	-21%	-5.4	-4%	?	2%	9%
CCn1c(=O)c(C(=O)Nc2ccccc2)c(O)c2ccccc21	1	10%	6%	-0.5	-12%	3%	-2%	-12%
Cc1c(CC(=O)NC(C)C)c(=O)oc2cc3c(cc12)CCC(C)(C)O3	-2	-4%	7%	-1.4	3%	14%	-5%	2%
CCOC(=O)c1ccc(Cn2cnc3ccccc3c2=O)cc1	-10	-4%	9%	0.4	?	15%	1%	1%
COc1ccc(OC)c(-n2nnnc2SCC(=O)N2CCN(C(=O)c3ccco3)CC2)c1	?	9%	-20%	-1.4	17µM*	0%	-1%	9%
CN(C(=O)COC(=O)c1nc(Cl)ccc1Cl)C1CCS(=O)(=O)C1 (centres undefined)	0	-5%	1%	0.3	-2%	17%	0%	1%
CC(=O)c1ccc(Nc2ccc([N+](=O)[O-])c3nonc23)cc1	-9	9%	1%	0.4	-9%	7%	-4%	-8%
CS(=O)(=O)N1CCC(Oc2ccccc2C(=O)N2CCC[C@H]2CO)CC1	0	-11%	1%	-2.0	-14%	3%	-8%	-5%
CCOc1ccc(Nc2nc(N)c([N+](=O)[O-])c(N3CCN(C)CC3)n2)cc1	2	-9%	-7%	-0.2	7%	3%	1%	-10%
Cc1ccc(C2CC(c3cccs3)=NN2C(=O)c2ccc(Br)o2)cc1 (centres undefined)	8	19%	-15%	-9.5	-24%	-7%	-7%	-4%
N#Cc1cccc(NC(=O)CN2NS(=O)(=O)c3ccccc3C2=O)c1	1	4%	-6%	0.3	-13%	-4%	1%	2%
CCCc1c(C(=O)N/N=C(\C)c2ccccn2)nnn1-c1nonc1N	1	11%	5%	0.6	-6%	5%	nt	6%
C=CCNC(=O)c1cc(=O)c2ccccc2o1	nt	9%	-4%	0.2	-13%	-3%	2%	13%
CCOC(=O)C1CCN(C(=O)CCC(=O)NNc2nc3ccccc3c3nc(C)nn23)CC1	-5	-2%	7%	1.8	4%	-2%	1%	13%
O=C(/C=C/c1ccco1)c1cccnc1	-27	4%	?	-2.6	-29%	28%	-1%	-17%
CC(NC(=O)CNC(=O)Cc1cccc2ccccc12)c1ccc(S(N)(=O)=O)cc1 (centres undefined)	-11	3%	1%	-1.0	-16%	5%	0%	20%
O=C(c1ccccc1)c1cccn1CC(=O)N1CCc2ccccc2C1	-2	-3%	1%	-0.3	6%	-2%	1%	11%
COc1cccc(Nc2cc(C)nc3ccccc23)c1	-12	-5%	14%	0.3	-7%	21%[57.1 µM]	1%	4%
COc1ccc(-c2csc(NC(=O)C3CC(=O)N(Cc4ccco4)C3)n2)cc1 (centres undefined)	-9	6%	-2%[57.1 µM]	-1.2	-23%	-8%	-3%	?
CC(C)C1C(=O)N(Cc2cn(CCC3OCCCO3)nn2)CCS(=O)(=O)N1Cc1ccc(-c2ccc(Cl)nc2)cc1 (centres undefined)	-5	-13%	1%	-4.2	-1%	-16%	nt	-13%
COc1ccc(S(=O)(=O)N2CCCCCC2)cc1C(=O)N1CCN(c2ccccc2C)CC1	-6	-5%	1%	0.5	-1%	-1%	-2%	14%
O=C(CCCCCN1C(=O)[C@@H]2Cc3ccccc3CN2C1=O)Nc1cccc(F)c1	1	-13%	-7%	-0.5	-13%	-2%	0%	-13%
Cn1nccc1-c1ccc(C(=O)Nc2cccc(NS(C)(=O)=O)c2)c2occc12	-13	-6%	-2%	-0.5	-12%	-7%	nt	?
CCOC(=O)c1ccc(S(=O)(=O)N2CCN(C3CC(=O)N(c4ccc(OC)cc4)C3=O)CC2)cc1 (centres undefined)	-13	0%	-2%	-0.6	2%	-1%	nt	-8%
O=C(O)C1=C[C@H](c2ccc(Br)cc2)C[C@H](OCc2ccc(CO)cc2)O1	1	-19%	10%	1.3	0%	6%	nt	0%
